High-throughput results (PubChem)
IMP-1 inh: blocks Pseudomonas aeruginosa IMP-1 metallo-beta-lactamase; purified IMP-1, nitrocefin hydrolysis, epi-absorbance fluorescence; inhibition, % at 5.6 µM; 290,000 compounds, 0.45% hits; AID 1556;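 active means inhibition above the mean plus 3 SD of all compounds in the same screening run, cut at about 4.5% in these data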;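 further: 0% = IMP-1 with DMSO and 100% = DMSO wells lacking enzyme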
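System: Purified recombinant IMP-1 metallo-beta-lactamase enzyme | Measured by: Fluorescence quenching readout, ex 480/em 530 nm | Replication: Singlicate | Incubation: 15 min preincubation plus 25 min reaction at 25 °C | Evaluation: Percent inhibition from optical density relative to buffer-blank wells | Benchmarks: DMSO with and without IMP-1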
FID counter: fluorescent intercalator displacement, NS3 helicase counter-screen. DNA fluorescent intercalator displacement, fluorescence. inhibition, % at 7.9 µM. 290,000 compounds, 0.17% hits; in the data active means inhibition above about 37%;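 further: 0% = vehicle and 100% = reference compound; higher means more ethidium bromide displaced from hairpin DNA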
pCIP destab: lowers stability of the mouse p/CIP coactivator protein; F442A p/CIP-EGFP cells, EGFP fluorescence, 16 h; 290,000 compounds, 0.01% hits; decrease of EGFP signal, % at 10 µM; Q05BA5;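 active means EGFP signal decrease of at least 30% at 10 µM or well 3 SD below plate mean, unless failing retest; inactive means the rest, including hits failing retest or dose response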; further: some compounds called inactive have numbers as strong as hits; many of its hits are not listed in these tables
NS3 helicase inh: HCV NS3 helicase inhibition | 290,000 compounds, 0.56% hits | AID 1800 | NS3 helicase DNA unwinding, Cy5 molecular beacon fluorescence | inhibition, % at 10.9 µM;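 active means inhibition above the mean of all tested compounds plus 3 SD, set per campaign, cut at about 35% in these data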;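 further: 0% = DMSO wells and 100% = thioflavine S control wells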
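Measured by: Cy5 fluorescence, 0 and 60 min reads / Assay system: NS3 helicase fragment of HCV / Control set: low DMSO, high thioflavine S at 110 µM / Times: 1 h reaction at 25 °C, ATP-initiated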
PfM18AAP inh: PfM18AAP enzyme inhibition; recombinant PfM18AAP, H-Glu-NHMec fluorogenic cleavage; inhibition, % at 7.35 µM; 290,000 compounds, 1.2% hits; AID 1822;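 active means inhibition above the campaign mean inhibition over all tested compounds plus 3 SD, cut at about 28% in these data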;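 further: 0% = plate median of test compound wells and 100% = 2 mM ZnCl2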
IDE cell inh: cellular human IDE inhibition; HEK cells, FAbetaB cleavage, fluorescence polarization; inhibition, % at 5.59 µM; P14735; AID 434962; 320,000 compounds, 0.41% hits;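 active means percent inhibition above the average of all tested compounds plus 3 SD, set per screening campaign, cut at about 16% in these data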;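 further: IDE supplied by intact live HEK cells; FP after avidin binding of uncleaved biotin substrate so inhibition keeps polarization high; 0% = DMSO wells and 100% = 60 µM reference IDE inhibitor Ii1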
VIM-2 inh: inhibitors of Pseudomonas aeruginosa VIM-2 metallo-beta-lactamase; purified VIM-2, nitrocefin hydrolysis, epi-absorbance fluorescence; 290,000 compounds, 0.89% hits; inhibition, % at 5.6 µM; AID 1527;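 active means inhibition above the mean of all tested compounds plus 3 SD, cutoff set per screening run, cut at about 7.5% in these data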;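 further: red hydrolysis product quenches plate fluorescence so inhibitors raise well fluorescence; 0% = enzyme with DMSO and 100% = DMSO without enzyme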
SUMO HTRF inh: SUMOylation inhibition. HTRF SUMOylation assay, SAE1/SAE2 + UBC9, in vitro. P63279. 290,000 compounds, 0.36% hits. inhibition, % at 35 µM; in the data active means inhibition above about 50%, passing the limit was not always enough; further: strong numbers were not always called active
Target sequence (P63279 whole entry, looked up): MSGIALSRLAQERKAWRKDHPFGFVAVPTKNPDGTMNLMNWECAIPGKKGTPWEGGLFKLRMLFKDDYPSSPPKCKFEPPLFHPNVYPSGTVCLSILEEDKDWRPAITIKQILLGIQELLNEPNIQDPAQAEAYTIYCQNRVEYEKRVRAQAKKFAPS
IDE act: activators of human insulin-degrading enzyme in cells; activation, % at 5.96 µM; HEK cells, FAbeta-B cleavage, fluorescence polarization; 0% vehicle, 100% cell-free pure enzyme wells; 340,000 compounds, 0.073% hits; AID 493087;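 active means activation above the mean of all tested compounds plus 3 SD, set per screening campaign, cut at about 17% in these data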
Active calls of the source: *; x = no result given.

smiles | IMP-1 inh | NS3 helicase inh | VIM-2 inh | IDE cell inh | PfM18AAP inh | SUMO HTRF inh | pCIP destab | IDE act | FID counter
O=C(CC(n1cncn1)C(Cl)(Cl)Cl)c1ccc([N+](=O)[O-])cc1 (configuration not stated) | -3.2 | 2 | -1.8 | 5 | 55* | -10 | -4 | -5 | -2
CCC(C)(C)NC(=O)CCn1c(-c2ccccc2)cc(C(C)=O)c1C | -2.1 | 2 | -3.2 | -4 | -3 | 8 | 2 | 5 | -36
Cc1c(CCO)c(=O)[nH]n1S(=O)(=O)c1cccc(C(F)(F)F)c1 | -2.3 | 0 | -1.9 | 0 | -11 | 13 | 1 | 5 | -7
CCOc1ccc2nc(NCCNC(=O)Nc3cccc(C)c3)c(C#N)cc2c1 | -0.8 | -5 | 0.7 | 1 | 8 | 10 | 9 | 0 | -1
COc1ccc(C(=O)OC(C)CN2CCOCC2)cc1 (configuration not stated) | -3.1 | -10 | -3.2 | -1 | -3 | -7 | 10 | 3 | 1
O=C1O/C(=C/c2ccccc2)c2ccccc21 | -4.0 | -8 | 1.9 | 7 | -6 | -4 | -19 | 1 | 1
CC1(C)CC(NC(=O)CCC2CCCC2)CC(C)(C)N1 | 0.5 | 8 | -0.7 | -4 | 16 | -9 | 8 | 10 | 8
CCCCOc1cccc(OCCCC)c1C(=O)Nc1cc(C)on1 | -2.3 | 1 | -1.4 | 1 | 5 | 3 | -1 | 9 | -23
Nc1nnc(CCS(=O)(=O)c2cc(Cl)ccc2Cl)s1 | -2.4 | 5 | -3.2 | -1 | -2 | 15 | 6 | -3 | -4
COc1ccc(NC(=O)CS(=O)c2cccc(C(F)(F)F)c2)cc1 (configuration not stated) | -1.2 | 0 | 1.4 | 4 | 3 | 14 | -17 | 2 | -6
Cc1cc(OCC(=O)N(C)C2CCCCC2)ccc1Cl | -2.2 | -9 | -2.2 | -3 | 3 | 6 | -8 | 7 | -21
CCOc1ccc(S(=O)(=O)Nc2nc3ccc(OC)cc3s2)cc1 | -3.5 | 9 | -2.5 | 2 | 4 | 22 | -6 | 6 | -9
CC(=O)N1c2c(cc(Br)cc2S(=O)(=O)Nc2c(C)n(C)n(-c3ccccc3)c2=O)CC1C (configuration not stated) | -3.8 | 19 | -1.9 | 1 | 1 | -24 | 12 | 5 | -8
CSc1nc(NCc2ccco2)c2c3c(sc2n1)CN(C)CC3 | -0.5 | 9 | 2.5 | 1 | 11 | 19 | -4 | x | 4
COc1cc(OC)cc(C(=O)N[C@H](C(=O)OCn2nnc3ccccc3c2=O)C(C)C)c1 | -3.1 | 1 | -1.4 | -1 | 2 | 3 | 10 | 2 | -30
COc1cc(OC)nc(NC(=O)CSc2nc3ccccc3o2)n1 | -2.3 | -2 | -1.7 | 1 | 1 | 19 | -1 | -1 | 0
O=C(CCn1nnc2ccccc2c1=O)NCC1CCC(C(=O)O)CC1 (configuration not stated) | -3.0 | 3 | -2.7 | -2 | 3 | 19 | 0 | -4 | -3
CCN(CC)c1ccc(S(=O)(=O)N2CCOCC2)cc1NC(=O)c1cc(=O)c2ccccc2o1 | -3.1 | 7 | -1.2 | -2 | -8 | 9 | 0 | 0 | -12
CCCNC(=S)N1CCC(C(=O)c2ccc3c(c2)OCCO3)CC1 | -1.7 | -4 | -0.6 | 6 | 3 | 6 | -3 | 2 | -12
COc1cc(/C=C2\SC(=Nc3ccccc3)N(Cc3ccco3)C2=O)ccc1OC(C)C(=O)O (configuration not stated) | -3.0 | 3 | -1.8 | 3 | 0 | 0 | -22 | 6 | -4
CCN(CC(=O)Nc1sc2c(c1C#N)CCC(C)C2)CC(=O)NC1CCS(=O)(=O)C1 (configuration not stated) | -1.1 | 4 | -3.3 | 2 | -2 | 6 | 10 | -3 | -21
Nc1nc(N)nc(COc2ccccc2)n1 | -2.9 | 3 | 1.1 | 1 | 1 | 10 | -4 | 2 | -3
Cc1[nH]c2ccccc2c1C(=O)C(=O)N1CCN(c2ccccc2Cl)CC1 | -0.7 | 0 | -1.0 | -6 | 10 | -6 | -21 | 8 | -23
COC(=O)c1n[nH]c2ccccc12 | -3.2 | 3 | -3.0 | -2 | -5 | -9 | 0 | 2 | -3
Cc1ccc(CS(=O)(=O)c2cn(CC(=O)N3CCOCC3)c3ccccc23)cc1 | -2.3 | 6 | 1.5 | -4 | 7 | -17 | -6 | 5 | -34
COc1ccc(/C(O)=C2/C(=O)C(=O)N(c3ncccn3)C2c2ccc(OC)c(OC)c2)cc1 (configuration not stated) | -0.9 | -5 | -1.0 | 0 | 3 | 7 | 1 | 4 | -18
Cc1nc(C/C(=N\Nc2ccccc2)c2ccc(O)cc2O)cs1 | -2.1 | 3 | 2.0 | -2 | 20 | 19 | 0 | -3 | -4
O=C(CSc1nnc2n(C3CCCC3)c(=O)c3ccccc3n12)N1CCCCCC1 | -4.0 | -1 | 4.5 | 2 | 4 | 9 | -10 | -2 | -28
Nc1nc(NCCOCCO)nc(NC2CCCCC2)c1[N+](=O)[O-] | -3.9 | -5 | -2.8 | 5 | 8 | -1 | -3 | 1 | -21
C(=N\Nc1nn2cnnc2c2ccccc12)/c1ccco1 | -1.5 | 4 | 3.3 | -3 | 44* | 10 | 9 | -6 | -1
Cc1oc(C(C)(C)C)cc1C(=O)Nc1ccc2c(c1)OCO2 | -0.7 | 4 | -2.4 | 1 | -7 | 2 | -1 | x | -17
O=C(/C=C/c1ccccc1)NC(N1CCOCC1)C(Cl)(Cl)Cl (configuration not stated) | -2.2 | 1 | -3.4 | 1 | 4 | 0 | -15 | -4 | -3
CCN(CC)S(=O)(=O)c1ccc(N2CCOCC2)c(NC(=O)c2cc(=O)[nH]c3ccccc23)c1 | 0.0 | 6 | -1.6 | 1 | -5 | 7 | -1 | 6 | -13
O=C1OC(c2ccc(Cl)cc2)/C(=C(/O)c2ccccc2)C1=O (configuration not stated) | -2.1 | 5 | -2.2 | -5 | 11 | 5 | -1 | 1 | 1
O=C1CC(N2CCSCC2)C(=O)N1c1cccc(Cl)c1 (configuration not stated) | -4.2 | 4 | -2.2 | 0 | 7 | 7 | -2 | -2 | -4
Cc1cc(Nc2ccccc2Cl)n2nnnc2n1 | -9.4 | 3 | -4.5 | 2 | 2 | 16 | -3 | 2 | -2
CC12CS(=O)(=O)CC1SC(=S)N2Cc1ccccc1 (configuration not stated) | -2.5 | 9 | -4.2 | 2 | 2 | -1 | -10 | 4 | -1
C/C(=N\NC(=O)c1ccc(NS(=O)(=O)c2cccs2)cc1)c1cccs1 | -3.4 | -9 | -1.6 | 5 | 4 | 20 | -7 | 3 | -8
Cc1nnc(SC(C)C(=O)Nc2ncc(Cl)cc2Cl)n1Cc1ccccc1 (configuration not stated) | -1.0 | 0 | -0.9 | 2 | -2 | -14 | 6 | -4 | -14
Cc1cc(C)c(S(=O)(=O)NCc2csc(C)n2)c(C)c1 | -1.2 | -2 | 0.9 | x | -19 | -4 | -2 | 2 | -22
CC(C)CCNc1nc(N)c([N+](=O)[O-])c(NC2CCCCC2)n1 | -3.0 | -50 | -6.1 | -4 | -2 | 12 | -13 | 6 | -2
COc1cc(C)c(CN2CCC(n3nccc3NC(=O)C3CC3)CC2)cc1C | -2.1 | 1 | -3.0 | -3 | 5 | -2 | 6 | 1 | 2
Cc1ccc(C(C)C)c(OCCNC(=O)c2cncc(Br)c2)c1 | 0.7 | -9 | -0.1 | 1 | -1 | -11 | -13 | 4 | -24
C=CCn1c(=O)c2c(nc3n2CCN3c2cccc(Cl)c2C)n(C)c1=O | -2.8 | 5 | -0.6 | 3 | -5 | -21 | 4 | 0 | -22
Cc1ccccc1CS(=O)(=O)Cc1ccc(C(=O)NCCCN2CCOCC2)o1 | -2.5 | -5 | -2.3 | -1 | 5 | 12 | 6 | 2 | -1
O=C(CNc1ccccc1)N/N=C/c1ccc([N+](=O)[O-])o1 | -2.0 | 19 | 1.7 | -8 | 8 | -6 | -14 | 5 | -1
CCN1CCN(c2nn3c(=O)c4ccccc4nc3c3ccccc23)CC1 | -2.0 | 0 | 18* | -3 | -9 | 17 | -3 | 1 | 17
COc1ccc(CCNC(=O)CS(=O)Cc2nc(-c3ccccc3F)oc2C)cc1OC (configuration not stated) | -3.3 | 6 | -2.9 | 5 | -2 | 4 | 17 | 2 | -61
Cc1nc2c(C)cccn2c1C(=O)N/N=C/c1ccccc1[N+](=O)[O-] | -0.9 | -7 | -2.5 | 3 | 40* | 14 | 4 | 4 | -6
CC(=O)/C(C#N)=C1\NC(=O)C(Cc2ccccc2)S1 (configuration not stated) | 1.8 | 5 | 0.9 | 0 | 26 | 12 | 2 | -3 | -7
CS(=O)(=O)c1ccc(-c2nnn(CC(=O)N3CCCCC3)n2)cc1 | -2.8 | 3 | -2.6 | -8 | -13 | 14 | -2 | 1 | -7

A second format for some results above:
Each structure is followed by: IMP-1 inh	NS3 helicase inh	VIM-2 inh	IDE cell inh	PfM18AAP inh	SUMO HTRF inh	pCIP destab	IDE act	FID counter
> Cc1ccc(C(C)C)c(OCCNC(=O)c2cncc(Br)c2)c1
  0.7	-9	-0.1	1	-1	-11	-13	4	-24
> C=CCn1c(=O)c2c(nc3n2CCN3c2cccc(Cl)c2C)n(C)c1=O
  -2.8	5	-0.6	3	-5	-21	4	0	-22
> Cc1ccccc1CS(=O)(=O)Cc1ccc(C(=O)NCCCN2CCOCC2)o1
  -2.5	-5	-2.3	-1	5	12	6	2	-1
> O=C(CNc1ccccc1)N/N=C/c1ccc([N+](=O)[O-])o1
  -2.0	19	1.7	-8	8	-6	-14	5	-1
> CCN1CCN(c2nn3c(=O)c4ccccc4nc3c3ccccc23)CC1
  -2.0	0	18*	-3	-9	17	-3	1	17
> COc1ccc(CCNC(=O)CS(=O)Cc2nc(-c3ccccc3F)oc2C)cc1OC (configuration not stated)
  -3.3	6	-2.9	5	-2	4	17	2	-61
> Cc1nc2c(C)cccn2c1C(=O)N/N=C/c1ccccc1[N+](=O)[O-]
  -0.9	-7	-2.5	3	40*	14	4	4	-6
> CC(=O)/C(C#N)=C1\NC(=O)C(Cc2ccccc2)S1 (configuration not stated)
  1.8	5	0.9	0	26	12	2	-3	-7
> CS(=O)(=O)c1ccc(-c2nnn(CC(=O)N3CCCCC3)n2)cc1
  -2.8	3	-2.6	-8	-13	14	-2	1	-7
